MITF primary – inhibitors of human MITF. inhibition, % at 2.6 µM. O75030. hit rate 0.91% among 650,000. AID 1259374. AlphaScreen MITF homodimerization, bead proximity signal; in the data active = inhibition above about 50%;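 also: 0% = vehicle wells with protein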
Target sequence (O75030 whole entry, looked up): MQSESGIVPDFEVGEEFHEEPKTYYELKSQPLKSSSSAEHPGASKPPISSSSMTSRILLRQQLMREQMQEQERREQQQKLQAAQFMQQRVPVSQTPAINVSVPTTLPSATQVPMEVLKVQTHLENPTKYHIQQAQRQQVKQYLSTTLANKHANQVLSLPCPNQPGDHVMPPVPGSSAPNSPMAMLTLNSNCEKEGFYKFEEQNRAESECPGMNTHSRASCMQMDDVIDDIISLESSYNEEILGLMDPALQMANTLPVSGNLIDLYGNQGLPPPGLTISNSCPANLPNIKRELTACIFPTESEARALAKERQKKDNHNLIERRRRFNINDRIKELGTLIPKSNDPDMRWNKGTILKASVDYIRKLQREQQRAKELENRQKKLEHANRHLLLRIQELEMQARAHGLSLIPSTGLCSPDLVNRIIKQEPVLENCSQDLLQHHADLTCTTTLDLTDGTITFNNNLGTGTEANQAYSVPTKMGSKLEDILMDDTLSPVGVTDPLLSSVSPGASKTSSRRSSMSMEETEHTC
GPR151 activ – activators of human GPR151. Q8TDV0. PathHunter beta-arrestin GPR151 cells, luminescence. activation, % at 11.2 µM. hit rate 1% among 650,000. AID 1508602; in the data active = activation above about 4.9%;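 also: 0% = median of compound wells and 100% = cells with positive control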
Target sequence (Q8TDV0 whole entry, looked up): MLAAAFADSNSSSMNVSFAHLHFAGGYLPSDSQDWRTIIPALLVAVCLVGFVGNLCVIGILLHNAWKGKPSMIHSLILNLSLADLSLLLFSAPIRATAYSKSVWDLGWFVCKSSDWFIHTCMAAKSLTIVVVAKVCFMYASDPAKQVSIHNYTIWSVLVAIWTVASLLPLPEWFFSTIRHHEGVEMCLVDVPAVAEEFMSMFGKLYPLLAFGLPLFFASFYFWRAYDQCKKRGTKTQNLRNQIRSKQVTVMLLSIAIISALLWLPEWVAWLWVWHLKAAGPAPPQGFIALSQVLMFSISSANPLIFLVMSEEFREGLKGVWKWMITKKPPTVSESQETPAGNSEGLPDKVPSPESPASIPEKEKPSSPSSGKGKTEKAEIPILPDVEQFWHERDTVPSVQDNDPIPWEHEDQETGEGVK
FBW7 act – human FBW7 E3 ligase activation, primary screen; AlphaScreen FBW7–phospho-cyclin E peptide binding, activator screen; Q969H0; normalized activity (activation), % at 26.1 µM; hit rate 0.13% among 650,000; in the data active = normalized activity above about 1.9%;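 also: purified mutant Fbw7 with reduced substrate affinity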
TEAD-YAP block – TEAD-YAP interaction inhibition | inhibition, % at 9.12 µM | HEK-TIYL cells, TEAD-Gal4/YAP UAS-luciferase luminescence | hit rate 1.4% among 640,000; in the data active = inhibition above about 32%;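 also: 0% = median of test compound wells and 100% = reference inhibitor wells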
Numbers without * were called inactive; & = joins results of further samples.

structure | MITF primary | GPR151 activ | FBW7 act | TEAD-YAP block
O=C(O)CC1C(=O)NCCN1C/C=C/c1ccccc1 (stereo not drawn) | 4.2 | -0.4 | 0.1 | -5.9
CC(C)c1ccc(N(CC(=O)N2CCCCC2)S(C)(=O)=O)cc1 | 3.2 | -1.8 | -0.1 | 11.7
COC(=O)c1c(NC(=O)CCCC(=O)O)sc(C)c1C | 1.9 | -0.8 | -0.2 | -12.6
CCc1cc2c(=O)n(N)c(CC)nc2s1 | 0.2 | -1.7 | 0.2 | 0.9
O=[N+]([O-])c1ccc(N/N=C(/Br)c2ccc([N+](=O)[O-])o2)cc1 | 17.2 | -0.4 | 0.0 | 8.9
CCCCN1CC(O)=C(c2nc3ccccc3s2)C1=N | 14.4 | -1.8 | 1.2 | -70.0
Cc1cc(C(=O)O)ccc1NC(=O)C1CC=CCC1C(=O)O (stereo not drawn) | -0.5 | 0.1 | -0.2 | 2.3
Cc1cn2c(=O)c(C(=O)Nc3cccc(Cl)c3C)cnc2s1 | 20.9 | 1.4 | 0.1 | -14.1
COC(=O)N/N=C(\C)c1ccc(OC)cc1O | -13.8 | -3.6 | 0.1 | -15.2
COc1ccc(-n2cnc3ccccc3c2=O)cc1 | 2.9 | -0.6 | 0.1 | -29.2
Cc1ccccc1Cn1cc(SCC(=O)N2CCc3ccccc32)c2ccccc21 | 14.3 | -0.8 | 0.4 | -9.3
CCCc1ccc(-c2ccc(-c3noc(-c4cccc(Br)c4)n3)cc2)cc1 | 8.4 | -0.4 | 0.1 | 4.2
Nc1nc(NCc2cccc(C(F)(F)F)c2)cc(-c2ccccc2)n1 | 2.1 | 1.0 | -0.1 | 44.5*
CC1CCN(CC(=O)Nc2cccc(Cl)c2)CC1 | -11.6 | -0.1 | -0.1 | -4.0
C1=CCC(/C=N/Nc2nc3ccccc3o2)CC1 (stereo not drawn) | -1.3 | -0.6 | -0.1 | -59.8
O=C1N(CC2CCCCO2)CCN1c1ccc2c(c1)OCO2 (stereo not drawn) | 4.0 | -1.1 | -0.2 | -25.4
O=C(Nc1nccs1)C1Cc2ccccc2CN1S(=O)(=O)c1ccccc1F (stereo not drawn) | 7.4 | -0.1 | -0.1 | -13.1
CCC1CCCCN1C(=O)c1nn(-c2ccc(OC)cc2)c(=O)c2ccccc12 (stereo not drawn) | 8.4 | 0.2 | 0.6 | 6.8
CCn1c(C(=O)O)c(CC(=O)N(C)c2cccc(C(F)(F)F)c2)c2ccccc21 | 0.6 | -0.3 | -0.1 | 8.8
CCOC(=O)C1=C(C)N=c2s/c(=C\c3ccccc3OC(F)F)c(=O)n2C1c1ccccc1 (stereo not drawn) | 3.8 | 0.6 | -0.1 | -4.8
COc1ccc(C2=NN(CC(=O)NCCc3ccc(C)cc3)C(=O)CC2)cc1 | -9.2 | 1.2 | -0.1 | 6.4
COC(=O)c1cc(S(=O)(=O)NCCC2=CCCCC2)cn1C | 10.2 | -0.4 | -0.1 | -1.4
COc1ccc(C(=O)Nc2ccc3[nH]c(=O)[nH]c3c2)cc1Br | -2.1 | 1.0 | -0.1 | 12.3
O=C(CC(=O)N/N=C/c1ccccn1)NCc1cccnc1 | -6.5 | -0.2 | -0.5 | 13.6
CCOc1ccccc1N(C)S(=O)(=O)c1ccc2[nH]cc(C(=O)N3CCc4ccccc4C3)c(=O)c2c1 | 48.4 | -0.1 | -0.3 | 19.4
CCNS(=O)(=O)c1cc(N(C)S(=O)(=O)c2ccc(C)cc2)c(C)cc1C | 5.3 | 0.2 | 0.1 | -0.6
O=c1[nH]c2ccccc2c2nc(-c3ccc(Cl)cc3)nn12 | -8.6 | 0.2 | -0.1 | -28.0
CC(C)NS(=O)(=O)c1cccc(C(=O)NC(C)c2ccc(S(N)(=O)=O)cc2)c1 (stereo not drawn) | -12.4 | -1.1 | 0.0 | -3.2
CCCCCN(C(=O)CCC(=O)O)c1c(N)n(CCCC)c(=O)[nH]c1=O | 16.7 | 0.2 | 0.1 | 0.0
CC(=O)Oc1ccccc1C(=O)N(Cc1nc(-c2ccccc2)no1)C(C)C | -0.1 | -0.6 | 0.1 | -2.9

Copied from above (3 entries):
structure | MITF primary | GPR151 activ | FBW7 act | TEAD-YAP block
CC(C)NS(=O)(=O)c1cccc(C(=O)NC(C)c2ccc(S(N)(=O)=O)cc2)c1 (stereo not drawn) | -12.4 | -1.1 | 0.0 | -3.2
CCCCCN(C(=O)CCC(=O)O)c1c(N)n(CCCC)c(=O)[nH]c1=O | 16.7 | 0.2 | 0.1 | 0.0
CC(=O)Oc1ccccc1C(=O)N(Cc1nc(-c2ccccc2)no1)C(C)C | -0.1 | -0.6 | 0.1 | -2.9

Additional records
compound	MITF primary	GPR151 activ	FBW7 act	TEAD-YAP block
COCCOC(=O)C1=C(C)NC2=C(C(=O)CC(c3cccs3)C2)C1c1ccc(C(F)(F)F)cc1 (stereo not drawn)	10.8	0.2	0.1	16.4
Cc1ccc(C(=O)OCC2OC3C(Oc4c(C)c(=O)ncn43)C2OC(=O)c2ccc(C)cc2)cc1 (stereo not drawn)	16.1	2.6	0.4	3.3
CC(C)(Oc1ccc(C#N)cc1)C(=O)O	-1.5	2.2	-0.2	-4.5
O=C1N=C(N2CCN(c3ccccc3F)CC2)S/C1=C\c1cccnc1	12.3	-1.0	0.0	-6.5
CCN(CC)S(=O)(=O)c1ccc(NS(=O)(=O)c2ccc(C)cc2)c([N+](=O)[O-])c1	15.6	0.9	0.5	6.1
Oc1c(C(c2cccc(F)c2)N2CCC(Cc3ccccc3)CC2)sc2ncnn12 (stereo not drawn)	0.6	0.7	-0.1	-6.9
CCOC(=O)C1=C(C)NC(C)=C(C(=O)OCC)C1c1cn(-c2ccccc2)nc1-c1ccccc1	4.1	0.4	-0.1	1.5
COc1cc2c(cc1OC)[C@@H]1C(=O)c3ccc4c(c3O[C@@H]1CO2)C=CC(C)(C)O4	-3.6&1.8&20.0	1.5&0.7&2.1	-0.1&-0.1&0.1	68.9*
CCOC(=O)C1(CC2CC2)CCN(C(=O)c2c(F)cccc2Cl)CC1	0.7	0.1	0.0	-15.2
COc1cc(/C=N/N=C2/NC(=O)CS2)cc(OC)c1OC	5.0	1.3	0.0	-18.4
O=C(NCCCn1ccnc1)/C(=C/c1ccc(-c2ccc(Cl)cc2)o1)NC(=O)c1ccc(Cl)cc1	6.3	-0.3	0.0	-5.2
O=C(C1=C(Nc2ccccc2)C(=O)N(c2ccccc2)C1c1ccccc1F)c1ccccc1 (stereo not drawn)	13.1	0.5	0.1	2.9
COc1ccc(C(=O)Nc2ccccc2[N+](=O)[O-])cc1Cl	11.3	-4.0	-0.2	-45.5
CCn1c2ccccc2c2nnc(SCC(=O)Nc3nncs3)nc21	12.4	0.1	0.1	-6.4
C=CCNc1ncc(-c2ccc(OC)cc2)cn1	11.5	-4.4	0.6	-26.1
CC12c3ccccc3C(C)(c3ccccc31)C1C(=O)N(c3ccc4c(c3)OCO4)C(=O)C12 (stereo not drawn)	16.1	0.0	0.0	5.5
Cc1ccc(-n2[nH]c(C)c(C=Nc3ccc(S(=O)(=O)Nc4ccc(Br)cc4)cc3)c2=O)cc1C	6.0	-2.0	-0.1	5.8
COc1ccc(NS(=O)(=O)c2cccc3nsnc23)cc1OC	1.1	-1.1	0.1	10.9
O=C(NCCN1CCOCC1)c1cccc(Nc2ccc3ncccc3c2)c1	6.5	0.5	0.2	-1.0
CC1CN(Cc2ccco2)c2nc3c(c(=O)n(C)c(=O)n3C)n2C1 (stereo not drawn)	4.8	-0.4	0.1	-3.5
NC(=O)/C(=C\c1ccccc1)NC(=O)c1ccccc1I	1.4	1.4	0.0	0.0
COc1ccc(CNC(=O)CN(c2ccc(Br)cc2)S(C)(=O)=O)cc1	-1.9	2.1	0.1	-16.9
Cc1ccc(NC(=O)CSc2nnc3ncccn23)cc1C	14.8	0.4	0.1	2.3
CCOC(=O)C1(CCCc2ccccc2)CCN(C(=O)CCc2cnccn2)CC1	6.3	-0.4	-0.1	3.8
Cc1cc2cc(CNC(=O)c3ccccc3Cl)ccc2[nH]1	4.8	4.6	0.2	-23.1
N#Cc1ccc(C(=O)Nc2nnc(-c3ccc4c(c3)OCCO4)o2)cc1	11.0	-0.7	0.0	-3.8
O=C1C=CC(=O)C(Sc2nnnn2-c2ccccc2)=C1	11.5	0.0	-0.1	3.9
N#C/C(=C\c1ccccc1Cl)c1ccccc1	3.9	0.9	0.1	1.6
CC1=C(C(=O)OCCc2ccccc2)C(c2cccc([N+](=O)[O-])c2)NC(=O)N1 (stereo not drawn)	4.9	0.8	0.1	7.9
OC(c1nnc(-c2ccccc2)o1)c1cccs1 (stereo not drawn)	14.2	-0.7	0.3	-49.1
CS(=O)(=O)N(CC(=O)NCCc1ccccc1)c1ccccc1	0.9	-0.9	0.5	9.3
COc1ccc(CNC(=O)c2sc3cnccc3c2-n2cccc2)cc1	4.5	5.2*	-0.1	54.9*
O=C(CCSc1ccccc1)Nc1ncccn1	-9.1	-1.3	-0.1	-4.0
O=S(=O)(c1ccc(F)c(F)c1)N1CCN(C/C=C/c2ccccc2)CC1	-5.6	-0.3	-0.2	-0.6
Cc1cc(C(=O)COC(=O)CCC(=O)c2ccc(F)cc2)c(C)n1CC(F)(F)F	20.1	-0.1	0.8	-5.2
Nc1cccc(S(=O)(=O)NC2CC2)c1	0.6	-0.7	-0.1	-7.5
COC(=O)c1cc2ccsc2n1Cc1nc(-c2ccc(OC)c(OC)c2)oc1C	-2.6	0.4	0.0	-8.2
c1ccc(-c2csc(NC3=NCCCCC3)n2)cc1	13.5	-1.0	0.1	-13.3
O=C(NCc1ccc(F)cc1)N1CCC2(CC1)OCc1cc(Br)ccc1O2	-5.8	2.5	0.0	-11.4
Nc1cccc(-c2nc3ccc(C(=O)NCCOc4ccccc4)cc3s2)c1	0.1	1.2	0.1	-7.5
CCOC(=O)C1=CN(Cc2ccc(OC)cc2)C=C(C(=O)OCC)C1c1cccc(OC)c1OC	-8.8	-1.2	1.4	-2.8
COC(=O)c1ccccc1NC(=O)C1CC(c2ccccc2O)=NO1 (stereo not drawn)	0.3	0.4	0.0	-1.9
OC[C@@H]1CCCN1c1ccnc2c(-c3ccc4ccccc4c3)cnn12	-9.7	-2.9	0.1	59.8*
O=C(O)CCCNC1=C(Cl)C(=O)c2ccccc2C1=O	0.2	0.5	-0.1	0.5
CCOC(=O)CNC(=O)c1sc(NC(=O)/C=C/c2ccccc2)nc1C	-0.2	1.0	-0.1	-3.9
CC(C)(C)CC(C)(C)c1ccc(OCC(=O)NNC(=O)c2ccccc2Cl)cc1	5.0	-0.6	0.1	5.3
CCCSc1nnc2c(n1)OC(c1cc3c(cc1Br)OCO3)N(C(C)=O)c1ccccc1-2 (stereo not drawn)	1.4	2.0	-0.2	-3.6
CN(CC1COCCO1)C(=O)c1ccc(-n2cc(NC(=O)c3ccoc3)cn2)cc1 (stereo not drawn)	9.8	-1.5	0.3	-2.7
O=C(Nc1sc2c(c1C(=O)Nc1ccccc1)CCC2)c1ccc([N+](=O)[O-])cc1	5.3	0.7	0.0	1.2
O=C(NCCc1ccccc1)c1ccccc1CN1C(=O)c2ccccc2C1=O	5.2	2.5	0.0	0.2

A draw from above in order of heavy-atom count, ascending.
compound	MITF primary	GPR151 activ	FBW7 act	TEAD-YAP block
Nc1cccc(S(=O)(=O)NC2CC2)c1	0.6	-0.7	-0.1	-7.5
O=C(CCSc1ccccc1)Nc1ncccn1	-9.1	-1.3	-0.1	-4.0
c1ccc(-c2csc(NC3=NCCCCC3)n2)cc1	13.5	-1.0	0.1	-13.3
O=C(O)CCCNC1=C(Cl)C(=O)c2ccccc2C1=O	0.2	0.5	-0.1	0.5
CS(=O)(=O)N(CC(=O)NCCc1ccccc1)c1ccccc1	0.9	-0.9	0.5	9.3
COC(=O)c1ccccc1NC(=O)C1CC(c2ccccc2O)=NO1 (stereo not drawn)	0.3	0.4	0.0	-1.9
OC[C@@H]1CCCN1c1ccnc2c(-c3ccc4ccccc4c3)cnn12	-9.7	-2.9	0.1	59.8*
O=C(NCc1ccc(F)cc1)N1CCC2(CC1)OCc1cc(Br)ccc1O2	-5.8	2.5	0.0	-11.4
Nc1cccc(-c2nc3ccc(C(=O)NCCOc4ccccc4)cc3s2)c1	0.1	1.2	0.1	-7.5
O=C(Nc1sc2c(c1C(=O)Nc1ccccc1)CCC2)c1ccc([N+](=O)[O-])cc1	5.3	0.7	0.0	1.2
CN(CC1COCCO1)C(=O)c1ccc(-n2cc(NC(=O)c3ccoc3)cn2)cc1 (stereo not drawn)	9.8	-1.5	0.3	-2.7
CCCSc1nnc2c(n1)OC(c1cc3c(cc1Br)OCO3)N(C(C)=O)c1ccccc1-2 (stereo not drawn)	1.4	2.0	-0.2	-3.6
CCOC(=O)C1=CN(Cc2ccc(OC)cc2)C=C(C(=O)OCC)C1c1cccc(OC)c1OC	-8.8	-1.2	1.4	-2.8

Screening results (PubChem)
